RGS4 inhibitor = inhibitors of human regulator of G protein signaling 4; AID 504845; Transcreener GDP fluorescence polarization, RGS4-accelerated GTP hydrolysis; Potency, µM (top dose mostly 114 µM), for inactives: at the highest dose activity change, negative = inhibition, actives largely listed as inhibitors; 390,000 tested, 0.039% active; also: % is scaled to controls: 0 for no effect and ±100 for the full control effect; nearly all actives have a fitted effect of over 75% in size; some results filed as inactive show a strong effect at the top dose
Target sequence (P49798 whole entry, looked up): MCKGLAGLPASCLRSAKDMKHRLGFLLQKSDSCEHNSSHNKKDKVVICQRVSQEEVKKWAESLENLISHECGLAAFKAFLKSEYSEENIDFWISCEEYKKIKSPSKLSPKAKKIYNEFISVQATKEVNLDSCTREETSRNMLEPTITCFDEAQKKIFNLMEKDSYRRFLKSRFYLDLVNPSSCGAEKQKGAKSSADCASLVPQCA
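MLSMR compounds (23 nl, pin-transferred) preincubated 10 min at room temperature with a 500nM (2x) first reagent, then RGS4 at 900nM (2x) plus Transcreener GDP mix added; fluorescence polarization (620/688 nm) read before and after 90 min at 30 °C.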
Pin1 inhibitor = blocks the human prolyl isomerase Pin1; Q13526; Pin1 FP peptide displacement, HiFluor488, 10 min; Potency, µM (highest dose often 115 µM), inactives show at the highest dose activity, negative = inhibition, usual class: inhibitors; 390,000 tested, 0.009% active; active = well fitted inhibition curve with a large enough effect in the polarisation, with a control signal flat, not every such curve was filed as active; inconclusive = small, poorly fitted or top-dose-only effect, or effect the other way, or a change in a side signal; inactive = no such curve, though single readings can be large or run the other way; the % refers to the polarisation; also: % is scaled to controls: 0 for no effect and ±100 for the full control effect
JMJD2A Tudor inh = inhibitors of human JMJD2A Tudor domain; O75164; AlphaScreen JMJD2A-Tudor / H3K4me3 peptide binding; Potency, µM (highest dose often 114 µM), for inactives: at the top dose activity change, negative = inhibition, actives largely listed as inhibitors; AID 504339; 390,000 tested, 4.4% active; also: % is scaled to controls: 0 for no effect and ±100 for the full control effect; nearly all actives have a fitted effect of over 50% in size
TrxR1 inh = inhibitors of rat thioredoxin reductase 1; 390,000 tested, 1% active; AID 588453; O89049; Potency, µM (series often up to 114 µM), for inactives: at the top dose activity change, negative = inhibition, hits mostly inhibitors; recombinant rTrxR1, NADPH fluorescence consumption, selenite substrate; also: % is scaled to controls: 0 for no effect and ±100 for the full control effect; nearly all actives have a fitted effect of over 65% in size
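Rat TrxR1 (90 nM in the dispensed reagent) was pre-reduced with 400 uM NADPH for 5 min at room temperature, then incubated with compound for 15 min. After 400 uM selenite was added, NADPH fluorescence (Ex 340/Em 450 nm) was followed for 8 min.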
GLS inhibitor = blocks human kidney-isoform glutaminase activity | O94925 | Potency, µM (top dose mostly 45.5 µM), without a hit: at the highest dose activity change, negative = inhibition, most hits filed as inhibitors | GLS enzymatic activity, qHTS titration | 410,000 tested, 0.21% active | AID 624170; also: % is scaled to controls: 0 for no effect and ±100 for the full control effect
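Enzyme dispensed in phosphate buffer (45 mM, pH 8.2, 0.02% Tween-20), compounds pinned in, then 1 mM L-glutamine solution and the glutamate oxidase–HRP–Amplex Red mix added; fluorescence read immediately and again after 30 min at room temperature.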
HP1b binding inh = inhibitors of HP1-beta chromodomain binding to methylated histone tails; P83916; AID 540317; AlphaScreen HP1-beta / biotin-H3K9me3 peptide binding; Potency, µM (titrated, usually from 114 µM), inactives show at the top dose activity change, negative = inhibition, usual class: inhibitors; 390,000 tested, 0.56% active; also: nearly all actives have a fitted effect of over 70% in size; inactives centre near 23
Target sequence (P83916 whole entry, looked up): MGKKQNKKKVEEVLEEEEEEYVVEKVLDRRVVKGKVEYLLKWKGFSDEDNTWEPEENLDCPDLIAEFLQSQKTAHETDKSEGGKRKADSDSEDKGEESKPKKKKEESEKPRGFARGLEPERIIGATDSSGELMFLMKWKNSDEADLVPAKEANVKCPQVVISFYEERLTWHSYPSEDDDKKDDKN
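AlphaScreen: HP1-beta (50 nM) preformed 30 min with biotin-H3(1-18)K9me3 peptide (50 nM) in PBS pH 7.4, 0.01% Tween-20. Compound added for 30 min at RT, then streptavidin donor/nickel chelate acceptor beads (10 ug/mL) for 30 min.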
PGK inhibitor = inhibitors of T. brucei phosphoglycerate kinase | PGK/GAPDH coupled, Kinase-Glo luminescence, 60 min | Potency, µM (series often up to 57.5 µM), for the others: top-dose activity change, negative = inhibition, most hits filed as inhibitors | 380,000 tested, 0.043% active | AID 602233; also: % is scaled to controls: 0 for no effect and ±100 for the full control effect; nearly all actives have a fitted effect of over 60% in size
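Recombinant glycosomal PGK reaction used 1,3-bisphosphoglycerate generated in-well by GAPDH (100nM final) in 100mM TEA pH 7.6, 5mM MgCl2, 0.01% Tween-20. After 60 minutes at room temperature, ATP was read by Kinase-Glo Plus luminescence end-point.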
ERG Ets-DNA blk = inhibitors of human ERG Ets domain-DNA interaction | fluorescence polarization, His-ERG Ets domain / labelled DNA | P11308 | 370,000 tested, 0.028% active | Potency, µM (series often up to 76.9 µM), for the others: at the top dose FP activity, negative = inhibition, hits mostly inhibitors; active = well fitted inhibition curve with a large enough effect in the polarisation, with a control signal flat; inconclusive = small, poorly fitted or top-dose-only effect, or effect the other way, or a change in a side signal; inactive = no such curve, though single readings can be large or run the other way; the % refers to the polarisation;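 also: polarization taken with two DNA probes labelled with fluorescein and Texas red; % of control where 0% means no effect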
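His-tagged ERG Ets domain (1 uM in the protein solution; 300mM KCl, 50mM Tris-HCl, 1mM EDTA, 1mM DTT, pH 7.5) received compound, then a probe mix of 5 nM fluorescein-DNA and 100nM Texas-615-DNA. Fluorescence polarization was read for both dyes.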
12-LOX inh = blocks human arachidonate 12S-lipoxygenase; purified 12hLO, xylenol orange hydroperoxide absorbance; P18054; Potency, µM (titrated, usually from 108 µM), for inactives: at the highest dose activity change, negative = inhibition, hits mostly inhibitors; 580,000 tested, 1.1% active; also: % is scaled to controls: 0 for no effect and ±100 for the full control effect
Target sequence (P18054 whole entry, looked up): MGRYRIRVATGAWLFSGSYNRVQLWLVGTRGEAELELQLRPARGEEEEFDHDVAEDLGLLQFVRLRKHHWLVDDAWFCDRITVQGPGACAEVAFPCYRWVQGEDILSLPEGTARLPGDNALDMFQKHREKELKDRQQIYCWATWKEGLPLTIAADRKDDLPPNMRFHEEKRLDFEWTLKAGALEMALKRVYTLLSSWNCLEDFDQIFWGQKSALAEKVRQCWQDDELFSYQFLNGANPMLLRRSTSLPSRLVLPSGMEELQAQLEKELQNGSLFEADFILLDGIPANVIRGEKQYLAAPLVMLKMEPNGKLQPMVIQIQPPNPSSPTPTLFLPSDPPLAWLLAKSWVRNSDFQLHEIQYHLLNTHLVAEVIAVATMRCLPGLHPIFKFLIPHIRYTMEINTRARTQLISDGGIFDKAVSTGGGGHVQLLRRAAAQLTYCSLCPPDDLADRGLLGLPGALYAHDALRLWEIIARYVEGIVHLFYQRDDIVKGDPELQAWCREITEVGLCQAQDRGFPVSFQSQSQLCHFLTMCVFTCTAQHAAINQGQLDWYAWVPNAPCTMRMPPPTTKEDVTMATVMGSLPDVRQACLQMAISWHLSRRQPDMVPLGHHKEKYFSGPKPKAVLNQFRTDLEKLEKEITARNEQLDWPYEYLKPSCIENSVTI
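Purified human 12hLO at 150 nM in 25 mM Hepes, 0.01% Triton X-100, pH 7.0, preincubated 15 min at room temperature with compound. Reaction started with 40 uM arachidonic acid, 30 min at room temperature. Hydroperoxide measured by Fe-xylenol orange, 573/405 nm absorbance ratio.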
Active calls of the source: *; i = inactive; ? = inconclusive; . = no result given; & = joins results of further samples; ! = repeats disagree; [ ] = another dose, or the depositor's remark. Unless noted, calls follow the shape of the dose curve; as a rule, active = well fitted curve in the direction sought with a large enough effect; inconclusive = small, poorly fitted or top-dose-only effect, or another doubt; inactive = no such curve, though single readings can be large; an effect the other way counts as inactive or inconclusive. Potency is read from the fitted curve at half-maximal effect. This is a subset; the hit share may differ from the screen's.

SMILES	RGS4 inhibitor	Pin1 inhibitor	JMJD2A Tudor inh	TrxR1 inh	GLS inhibitor	HP1b binding inh	PGK inhibitor	ERG Ets-DNA blk	12-LOX inh
Cc1ccc(C)c(S(=O)(=O)NCc2ccc(C(=O)N3CCC(Cc4ccccc4)CC3)cc2)c1	9%	0%	-20%	27%	18%	-3%	3%	1%	-6%
Cc1ccccc1NC(NC(=O)c1cccs1)C(Cl)(Cl)Cl (configuration not stated)	-14%	1%	7%	-8%	13%	24%	-2%	-3%	2%
COCCCn1c(SCc2nnc(-c3ccccc3)o2)nc2sc3c(c2c1=O)CCC3	-47%	4%	-22%	-8%	-3%	-2%	-5%	1%	?
COc1ccc(NC(=O)C23CC4CC(C2)CC(c2ccccc2)(C4)C3)c(OC)c1	-11%	1%	-19%	-13%	-1%	34%	-11%	0%	-8%
CCOC(=O)c1nn(-c2ccc(OCC)cc2)c2nc(-c3cccc(OC)c3)c(C#N)c(=O)n12	19%	2%	-1%	97%[activator]	11%	44%[activator]	2%	19%	1%
Oc1ccccc1-c1cc(C(F)(F)C(F)F)[nH]n1	-13%	-8%	-17%	4%	4%	27%	-8%	.	-15%
Cc1cccc(Nc2nc(Cl)ncc2F)c1C	-19%	-5%	-10%	34%	-11%	55%[activator]	i	-9%	0%
Cc1cc(N=Cc2c(O)n(-c3cccc(C(F)(F)F)c3)c(=O)c3ccccc23)no1	-17%	9%	-11%	-11%	18%	9%	5%	2%	-16%
O=C(COC(=O)CNS(=O)(=O)c1cc(C(F)(F)F)ccc1Cl)NC1CC1	17%	-5%	2%	12%	8%	23%	5%	-11%	?
CCC1CCCCN1C(=O)CSc1nc2ncccc2[nH]1 (configuration not stated)	?	?	50µM*	50µM*	3%	?	-8%	124%[activator]	1%
CCCCNc1ncnc2[nH]ncc12	15%	-15%	-6%	7%	7%	13%	-5%	-6%	-2%
CCc1cccc2c(C(=O)CSc3nncn3-c3ccc(OC)cc3)c[nH]c12	-10%	-8%	-15%	11%	-8%	30%	-5%	-2%	-17%
CCC(C)(C)NC(=O)CN(Cc1ccc(OC)cc1)C(=O)CCC(=O)Nc1nccs1	-20%	-3%	-10%	10%[57.1 µM]	-10%	?	-7%	-8%	-2%
O=S(=O)(c1ccc(NC(=S)NC2CC2)cc1)N1CCOCC1	-23%	-2%	-7%	?	0%	28%[57 µM]	-5%	-12%	-2%
Cc1cccc(CC(=O)Nc2sc(C(C)C)cc2C(=O)N2CCOCC2)c1	2%	-1%	-5%	-2%	6%	15%	3%	-7%	-17%
CCC(=O)c1ccc(OCC(O)CNC2CCCC2)cc1 (configuration not stated)	34%	4%	-13%	30%	2%	31%	-5%	-2%	-19%
CCOc1ccc(/C=N/NC(=O)CSc2ccccn2)cc1O	6%	0%	2%	6%	14%	39%	-9%	2%	-1%
CC1CC(C)CN(C(=O)c2nn(C)c3c2CSc2ccccc2-3)C1 (configuration not stated)	-12%	-1%	1%	19%[57.1 µM]	9%	34%	0%	7%	37%[activator]
CCN(C(=O)COC(=O)c1ccccc1Nc1cccc(C)c1C)C1CCS(=O)(=O)C1 (configuration not stated)	-28%	1%	-13%	19%	3%	89%	-15%	3%	22%
Cc1nc(NC(=O)CN2CCCCC2)sc1C(=O)N(C)C	4%	-3%	-32%	28%	-3%	8%	-5%	0%	-7%
Cc1cc(C)n(C(=O)CCC(=O)NCc2ccccc2)n1	-13%	-2%	-18%	-4%	-2%	27%	.	-1%	7%[57.4 µM]
COc1cc(OC)cc(C(=O)Nc2cccc3c2CCCC3)c1	21%	-6%	2%	27%	-2%	23%	-1%	2%	10%
O=C(Nc1cccc(S(=O)(=O)N2CCCCC2)c1)C1CCCC1	-5%	-4%	0%	14%	-2%	49%[activator]	-2%	-6%	62%[activator]
Cc1ccc(S(=O)(=O)NCC(=O)OCC(=O)Nc2ccccc2OC(F)F)cc1	6%	3%	-10%	15%	-1%	37%	13%	-4%	9%
Nc1nccc(SCc2ccc(Cl)cc2Cl)n1	6%	-9%	-12%	?	2%	27%	0%	-3%	0%
CC(=O)Oc1ccc2c(=O)c(-c3ccccc3)coc2c1	-1%	2%	-9%	11%[57.1 µM]	18%	0%	-11%	-1%	?
Cc1c(CCC(=O)O)c(=O)oc2cc3occ(-c4ccc(Cl)cc4)c3cc12	-26%	10%	-29%	1%[57.1 µM]	18%	-22%	-12%	-14%	?
O=C(Nc1cccc(C(F)(F)F)c1)C(Sc1cccc[n+]1[O-])c1ccccc1 (configuration not stated)	-4%	-1%	-3%	3%	9%	13%	-3%	-2%	?
O=C(CN1CCCC1)Nc1ccccc1C(=O)c1ccccc1	-1%	-6%	-15%	21%	-9%	15%	i	11%	6%
COc1ccc(CNC(=O)C(C)N2C(=O)COc3ccc(C)cc32)c(OC)c1 (configuration not stated)	4%	-3%	-11%	23%	-9%	-18%	-1%	0%	-5%
OCc1ccc(-c2nn(Cc3ccccc3)c3ccccc23)o1	24µM*!	5%	-19%	?	-5%	12%	-2%	-8%	?
COc1ccc(N2CCN(C(=O)C(CC(C)C)NS(=O)(=O)c3ccc4nc(C)sc4c3)CC2)cc1 (configuration not stated)	27%	-16%	-24%	18%	24%	9%	2%	-1%	-23%
CCN(CC)CCCNC(=O)c1csc(Nc2cccc3ccccc23)n1	6%	7%	-27%	28%	1%	26%	-8%	10%	8%
O=C(NCCCc1ccccc1)C(=O)NCC1OCCN1S(=O)(=O)c1cc(F)ccc1F (configuration not stated)	0%	16%	0%	13%	0%	31%	-6%	?	i
Cc1ccccc1NC(=O)Cn1nc(-c2ccc(Cl)s2)ccc1=O	-25%	105%[activator]	-5%	7%	11%	36%	6%	5%	24%
COc1cc(OC)cc(C(=O)Nc2ccccc2C(=O)NC2CC2)c1	-25%	2%	-11%	13%	-5%	28%	-3%	4%	20%
Cc1ccc(N2C(=O)CC(N3CCN/C3=C3\CC/C(=C\c4ccccc4)C3=O)C2=O)cc1 (configuration not stated)	21%	23%	-7%	8%	0%	37%	1%	6%	-1%
CC1(C)CC(=O)C2=C(C1)NC(Nc1nc3ccccc3o1)=NC2c1ccccc1Cl (configuration not stated)	8%	-1%	-8%[57.1 µM]	52%[activator]	.	28%[57 µM]	.	.	33%[activator]
Cc1ccc2nc(C)c(C(=O)N/N=C/c3ccco3)cc2c1	8%	8%	-14%	0%	7%	13%	3%	-4%	5%
COc1ccc(NC(=O)CCNS(=O)(=O)c2ccc3c(c2)CC(C)N3C(C)=O)cc1 (configuration not stated)	8%	-3%	-13%	31%	-10%	41%[activator]	0%	4%	-1%
O=C(Oc1ccccc1N1C(=O)C2CCCCC2C1=O)c1ccccc1F (configuration not stated)	-4%	-1%	-14%	6%	7%	12%	-10%	-5%	-1%
O=[N+]([O-])c1cccc(C(=Nc2ccccc2)NO)c1	-27%	-4%	-20%	-13%	14%	12%	-6%	-4%	-6%
COc1ccc(N2CCN(C(=O)COC(=O)c3oc4ccccc4c3C)CC2)cc1	-17%	1%	?	15%	16%	-17%	6%	0%	11%
Cc1cc(C)c(S(=O)(=O)N2CCC(n3c(C(F)(F)F)nc4cccnc43)CC2)c(C)c1	5%	-3%	-12%	17%[57.1 µM]	2%	14%	-8%	-2%	-4%
CN(C)c1ccc(/C=C/C(=O)c2ccccc2O)cc1	-11%[11.4 µM]	?	10µM*	-12%	55%[activator]	13µM*	-1%	29%	-13%
CCc1ccc([C@H]2C(C(=O)O)=C[C@@H](C(C)(C)C)N2S(=O)(=O)c2ccc(C)cc2)cc1	25%	-2%	-10%	6%	-1%	51%[activator]	7%	0%	0%
C/C(=N\NC(=O)C(c1ccncc1)N1CCOCC1)c1ccc(Br)cc1 (configuration not stated)	-6%	6%	-13%	-10%	9%	29%	-8%	-4%	5%
COc1ccc(NC(=O)c2cccnc2SC)cc1OC	-11%	0%	-3%	6%	5%	29%	4%	5%	0%
CC12CCC(=O)N1C(C(=O)NCc1ccccc1F)CS2 (configuration not stated)	6%	4%	-13%	4%[57.1 µM]	7%	-15%	-1%	-15%	14%
CCCc1nn(C)c(C(=O)Nc2ccc(Cl)cc2)c1Cl	10%	0%	-8%	30%[57.1 µM]	-7%	10%	-5%	18%	-5%
Cc1cc2c(cc1S(=O)(=O)CCC(=O)NC1CCC(C)CC1)OCC(=O)N2 (configuration not stated)	4%&9%	-2%&-4%	-13%&-9%	13%&22%[57.1 µM]	1%&-2%	42%&21%[activator]	-2%&-8%	13%&-3%	15%&1%
Cc1ccc(NC(=O)CSc2nnc(CNC(=O)c3ccco3)n2C)c(C)c1	-20%	0%	-7%	-1%	-1%	15%	-2%	18%	-4%

Single records, from the list above. Screens in order: RGS4 inhibitor | Pin1 inhibitor | JMJD2A Tudor inh | TrxR1 inh | GLS inhibitor | HP1b binding inh | PGK inhibitor | ERG Ets-DNA blk | 12-LOX inh
`CC12CCC(=O)N1C(C(=O)NCc1ccccc1F)CS2` (configuration not stated) in the list: 6% | 4% | -13% | 4%[57.1 µM] | 7% | -15% | -1% | -15% | 14%
`Cc1ccc(NC(=O)CSc2nnc(CNC(=O)c3ccco3)n2C)c(C)c1` in the list: -20% | 0% | -7% | -1% | -1% | 15% | -2% | 18% | -4%

Bioassay records (PubChem BioAssay)
